# F-actin modifier: alters cytoskeleton assembly in HUVEC cells; HUVEC TNFa F-actin phalloidin imaging, high content; inhibition, % at 2 µM; actives 0.18% (n = 91,000);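 active = inhibition above the batch mean plus 3 SD and confirmed as a hit by visual image inspection, cut at about 30% in these data, passing the limit was not always enough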; also: strong numbers were not always called active
# E coli WT exp: blocks growth of wild type E. coli BW25113. OD600 absorbance. growth inhibition, % at 100 µM. actives 0.15% (n = 98,000). AID 710;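 active = growth inhibition above about 50% at one test dose, limit read from the data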;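 also: growth measured after 20 h incubation at 37 °C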
# PLK1 PBD inh: blocks phosphopeptide binding to human Plk1 polo box domain; P53350; Plk1 PBD phosphopeptide binding, fluorescence polarization; inhibition, %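 (tested at about 20 µM)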; actives 0.13% (n = 97,000); in the data active = inhibition above about 34%, passing the limit was not always enough
# Target sequence (P53350 whole entry, looked up, the tested form may be a part): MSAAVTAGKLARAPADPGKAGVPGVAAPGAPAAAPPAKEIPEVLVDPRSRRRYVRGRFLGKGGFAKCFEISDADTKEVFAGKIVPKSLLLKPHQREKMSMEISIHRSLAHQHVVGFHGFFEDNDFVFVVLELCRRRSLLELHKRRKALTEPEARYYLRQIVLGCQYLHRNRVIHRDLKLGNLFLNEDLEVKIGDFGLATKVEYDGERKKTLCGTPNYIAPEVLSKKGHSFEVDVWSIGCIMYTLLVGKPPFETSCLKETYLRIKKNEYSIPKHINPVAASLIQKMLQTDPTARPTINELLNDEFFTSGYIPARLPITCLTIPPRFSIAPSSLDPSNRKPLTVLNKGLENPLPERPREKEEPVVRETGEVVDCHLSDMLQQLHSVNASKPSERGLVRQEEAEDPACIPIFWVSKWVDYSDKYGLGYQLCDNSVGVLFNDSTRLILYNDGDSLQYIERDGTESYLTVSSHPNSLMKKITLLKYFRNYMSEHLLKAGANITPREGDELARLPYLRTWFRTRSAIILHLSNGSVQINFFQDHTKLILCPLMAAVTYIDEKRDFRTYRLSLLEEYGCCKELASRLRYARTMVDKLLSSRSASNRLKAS
# DAT uptake mod: modulates human dopamine transporter uptake under cocaine | Q01959 | LLC-PK1 hDAT cells, [14C]-dopamine uptake with cocaine IC80; actives deviate in either direction | B-score at 10 µM | actives 1.3% (n = 110,000);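 active = Z score or B-score, a plate-position-corrected score, falls beyond the plate's 99.7% confidence bounds, in either direction; inactive = both scores lie inside the 99.7% bounds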;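 also: scored against the spread of the other compound wells on the same plate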
# sEH inhibitor: inhibitors of human soluble epoxide hydrolase. recombinant human sEH enzymatic activity assay. inhibition, % at 2 µM. actives 0.34% (n = 91,000). AID 707; in the data active = inhibition above about 80%; also: values of inactives mirror those of a sister screen read the other way; many of its hits are not listed in these tables
# IL1B cytotox: HUVEC cytotoxicity counter-screen, IL-1B stimulated; AID 845; actives 0.41% (n = 94,000); HUVEC cell count loss, Hoechst imaging; cell count reduction, % at 2 µM;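 active = cell count reduction more than 3 SD above the screen-wide mean, cut at about 70% in these data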;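 also: normalized per plate to untreated control cells as the no-loss baseline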
# VCAM1 TNFa inh: reduces TNF alpha induced VCAM1 expression in HUVEC. AID 802. inhibition, % at 2 µM. actives 0.48% (n = 95,000). HUVEC TNFa-induced VCAM-1 immunofluorescence, high-content imaging;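 active = inhibition above the batch mean plus 3 SD, with images confirmed as a hit by eye, cut at about 37% in these data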;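 also: 0% = TNF-stimulated DMSO wells and 100% = unstimulated control wells; not every result past the cut was called active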
# PLK1 inh: blocks human PLK1 kinase activity; inhibition, % at 10 µM; recombinant PLK1 kinase, TR-FRET peptide phosphorylation; actives 0.53% (n = 97,000); P53350;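 active = inhibition of 50% or more in the single-concentration screen; inactive = inhibition below 50%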;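 also: 0% = DMSO max control and 100% = H-89 dihydrochloride min control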
# TNFa cytotox: HUVEC cytotoxicity counter-screen, TNF alpha stimulated | HUVEC TNFalpha-stimulated, Hoechst cell count, imaging | actives 0.17% (n = 93,000) | AID 848 | cell count reduction, % at 2 µM;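 active = cell count reduction exceeding the screen mean by over 5 SD, scaled to untreated wells per plate, cut at about 78% in these data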;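 also: cells counted after 24 h of TNF alpha exposure following the 1 h pretreatment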
# * marks the source's active call; other numbers are inactive results; x = not tested or not shown.
SMILES,F-actin modifier,E coli WT exp,PLK1 PBD inh,DAT uptake mod,sEH inhibitor,IL1B cytotox,VCAM1 TNFa inh,PLK1 inh,TNFa cytotox
Cc1cccc2cc(CN(Cc3ccco3)C(=O)c3cccs3)c(=O)[nH]c12,11,3,-16,-0.093,3,-15,7,-10,-18
COc1ccc(-c2cc(C(F)(F)F)nc(SCC(=O)NCc3ccco3)n2)cc1OC,-13,2,6,-1,2,22,-6,0,14
COc1ccc(C(c2nnnn2Cc2cccs2)N2CCN(c3ccccc3)CC2)cc1OC (stereo unspecified),-6,-8,1,-0.58,-12,6,11,11,-6
Cc1c(Cl)cccc1NC(=S)N1CCN(Cc2ccccc2)CC1,-27,0,8,-0.16,-3,-43,0,-10,8
COc1cccc(-n2nnc3c(=O)n(C/C=C/c4ccccc4)cnc32)c1,-6,-29,-1,-0.17,-8,4,-7,19,13
O=C(C1CCCCC1)N1CCN(C(=O)C2CCCCC2)CC1,40,1,15,0.012,5,-9,3,-4,-16
COc1ccc(-c2nnn(Cc3nc(N)nc(N4CCOCC4)n3)n2)cc1OC,-1,-8,-2,-0.081,4,18,4,-11,-10
CC(C)n1nnnc1-c1cc(Cl)cc(Cl)c1,13,2,-6,1.2,-10,26,7,-4,-5
C1CSC2(N1)C1CC3CC(C1)CC2C3 (stereo unspecified),-3,4,12,0.39,4,-16,7,-8,-29
Cc1ccc2cc(CNC(C)C)c(=O)[nH]c2c1,7,5,-18,0.31,-1,-172,-10,-8,-4
COc1cc2c(cc1OC)-c1cc(NC3CCCCCC3)nc(=O)n1CC2,-10,3,-2,0.62,-4,-5,-4,0,-15
CSc1nsc(SCC(=O)Nc2c(C)n(C)n(-c3ccccc3)c2=O)n1,7,6,33,1.5,x,-7,17,-6,-18
CN(C1CCCCC1)S(=O)(=O)c1ccc(NC(=O)CCC(=O)O)cc1,-8,-5,-3,-0.81,-8,1,-11,-6,-12
Cc1cc(NC(=O)c2noc3c2CCCCC3)no1,-6,0,6,-1.9,x,5,1,35,2
Cc1cc(C)cc(-c2nnc(SCC(=O)NCc3cccs3)o2)c1,-11,0,3,0.12,12,-2,23,-3,-25
C#CCOC(=O)C(NC(=O)c1ccccc1)=C(C)C,-10,4,-8,-0.73,6,5,-8,-7,x
COC(=O)c1cc(NC(=O)CSc2nc(C)cc(=O)[nH]2)cc(C(=O)OC)c1,8,-4,-8,-0.55,-4,-26,9,-4,-16
O=[N+]([O-])/C(C(Cl)=C(Cl)Cl)=C(\Nc1ccc(F)cc1)n1cncn1,x,4,36,-0.26,4,-9,24,5,-10
CC(C)=C1SC(N2CCCCC2)=NC1=O,18,0,0,0.38,6,8,7,-42,-11
COc1ccc(C(=O)N2CCC(C(=O)NCc3ccccn3)CC2)cc1,3,-1,-5,1.2,8,19,19,-9,-21
CC(=O)Nc1ccc(OCC(O)CN2CCN(c3cc(Cl)ccc3C)CC2)cc1 (stereo unspecified),-3,11,-24,2.3,x,-2,-1,4,-15
O=C(CCCCn1c(=O)[nH]c2ccccc2c1=O)NCCC1=CCCCC1,-13,-1,-6,-0.68,51,19,-24,0,7
COc1ccc(C2Nc3ccccc3C(=O)N2Cc2ccccc2)cc1COc1ccccn1 (stereo unspecified),0,-13,4,0.55,6,-14,6,-10,-21
C=CCNc1nc(-c2c(C)nc3sccn23)cs1,26,11,-21,0.16,2,5,0,8,-22
COc1ccc(N2CCN(S(=O)(=O)c3cccc4cccnc34)CC2)cc1,-3,-6,-15,0.51,-4,4,4,1,-6

# Continuation.
SMILES,F-actin modifier,E coli WT exp,PLK1 PBD inh,DAT uptake mod,sEH inhibitor,IL1B cytotox,VCAM1 TNFa inh,PLK1 inh,TNFa cytotox
COc1ccccc1N1CCN(c2nnc(-c3ccc(F)cc3)c3ccccc23)CC1,27,-3,-6,-0.48,-11,-23,0,-3,-10
COc1ccc(C(=O)CSc2nc3ccccc3n2CC(=O)c2ccccc2)cc1,-20,-8,5,1.7,-5,-3,8,-7,-10
O=C(CSc1nnnn1-c1cccc2c1CCCC2)N1CCCC1,5,x,13,0.39,-9,-19,19,-14,-30
Cc1cccc(C)c1NC(=O)C(=O)NCc1ccccn1,-5,8,-6,0.56,8,-8,12,1,0
COCCNC(=O)CC(c1ccccc1)c1ccccc1,11,7,-11,-0.15,8,-16,-12,-7,-15
CCCC(C(=O)NC1CCCC1)N(CCCN1CCOCC1)C(=O)c1snc(C(N)=O)c1N (stereo unspecified),-19,4,25,1.1,-3,10,78*,-1,38
COc1ccc(CN(Cc2ccccn2)C(=O)CN2C(=O)C(C)Oc3ccccc32)cc1 (stereo unspecified),-3,-3,8,-0.77,8,10,-4,-4,17
COC(=O)c1ccccc1N1C(=O)[C@@H]2C(c3ccc(F)cc3)=NO[C@@H]2C1=O,26,-6,22,-0.13,-7,5,-5,-1,-8
COc1ccc(CN2CN(c3ccc(Cl)cc3)C(=O)N(n3cnnc3)C2)cc1,-18,12,1,-1.2,0,4,-4,1,-2
Cn1ccs/c1=N\S(=O)(=O)c1ccc(F)cc1,-9,6,17,1.2,-10,-27,6,12,-4
CCOc1ccc(NC(=O)CCC(=O)n2nc(C)cc2C)cc1,-5,4,28,0.36,2,-30,4,-13,-16
COc1ccc(-n2cnnc2SCC(=O)NCc2cccs2)cc1,x,5,-6,1.4,4,-12,2,0,-33
CC(C)(C)NC(=O)NC(=O)COC(=O)Cn1c(C(F)(F)F)nc2ccccc21,x,-7,-22,-0.33,8,-58,7,-7,-41
CCC(=O)n1nc(-c2ccc(OC)cc2)nc1N,-32,-1,-18,-9.5*,7,-55,20,-9,-20
COc1cc2c(cc1OC)C(c1cc3cc(OC)c(OC)cc3[nH]c1=O)N(C(=O)C1CC1)CC2 (stereo unspecified),-20,2,-11,1.3,-7,-8,-1,-11,-11
O=C(Nc1nccs1)c1ccc(Br)c(S(=O)(=O)N2CCOCC2)c1,-8,x,-3,0.94,13,-16,35,6,-8
Cc1ccc(NC(=O)CCC(=O)OCC(=O)c2ccc(Oc3ccc([N+](=O)[O-])cc3)cc2)cc1C,10,-5,-13,x,2,-51,-2,-13,-19
Cc1cn(C(=O)CN2C(=O)c3ccccc3C2=O)c(C)n1,8,-10,9,0.021,-2,15,18,-1,-14
O=C1c2ccccc2C(=O)N1CCCc1nc(-c2ccccc2)no1,12,33,-22,0.68,-12,-6,-1,1,12
CCOc1c(C#N)c(C#N)c2nc(C)cc(C)n12,8,-7,-9,0.098,5,-90,-9,-2,8
COc1ccc(CCNC(=O)c2ccc(Cl)cc2)cc1,7,-6,7,0.39,14,5,-31,-16,-15
O=C(NC1CCCC1)C(c1ccsc1)N(C(=O)Cc1cccs1)c1ccccc1 (stereo unspecified),2,-8,-12,-0.55,0,-1,7,-3,-28
COc1ccc(-c2cnn3c4c(c(C)nc23)CCN4C(C)C)cc1OC,x,-8,-3,0.96,x,x,x,-11,x
COC(=O)c1ccccc1NC(=O)CSc1nnc(-c2cccc(NC(C)=O)c2)n1C,-2,5,1,0.069,-9,-1,-2,-9,-13
CCCCn1nnnc1NCc1cccc(OC)c1OC,-7,6,-13,-0.12,9,-7,6,-11,-13

# The list goes on; the last five above are carried over.
SMILES,F-actin modifier,E coli WT exp,PLK1 PBD inh,DAT uptake mod,sEH inhibitor,IL1B cytotox,VCAM1 TNFa inh,PLK1 inh,TNFa cytotox
COc1ccc(CCNC(=O)c2ccc(Cl)cc2)cc1,7,-6,7,0.39,14,5,-31,-16,-15
O=C(NC1CCCC1)C(c1ccsc1)N(C(=O)Cc1cccs1)c1ccccc1 (stereo unspecified),2,-8,-12,-0.55,0,-1,7,-3,-28
COc1ccc(-c2cnn3c4c(c(C)nc23)CCN4C(C)C)cc1OC,x,-8,-3,0.96,x,x,x,-11,x
COC(=O)c1ccccc1NC(=O)CSc1nnc(-c2cccc(NC(C)=O)c2)n1C,-2,5,1,0.069,-9,-1,-2,-9,-13
CCCCn1nnnc1NCc1cccc(OC)c1OC,-7,6,-13,-0.12,9,-7,6,-11,-13
O=C(c1ccc(CNc2c(NC3CCCCC3)c(=O)c2=O)cc1)N1CCc2ccccc21,-6,-13,-11,0.23,x,4,-13,-6,-13
CCn1c(CNc2ccc(C)cc2)nnc1SCC(=O)NCc1ccccc1,-17,-2,-18,1.2,-2,-36,4,-13,9
Cc1ccc2c(n1)sc1c(N)ncnc12,x,16,-13,-0.17,6,x,x,26,x
CSc1nc(-c2ccccc2)nn1C(=O)c1ccco1,-11,x,-7,-1.9,1,7,9,1,-4
O=S(=O)(NCC1CCCO1)c1cccc(S(=O)(=O)N2CCCC2)c1 (stereo unspecified),-12,10,-15,-0.42,-7,7,-7,-1,3
CC(C)(C)c1cn(-c2ccccc2)c(=S)[nH]1,x,4,-17,-1.4,-3,-31,9,2,-33
COc1ccccc1CN1CC(C(=O)NCc2cccnc2)CC1=O (stereo unspecified),-21,2,-1,-0.49,6,-7,22,-17,-14
O=C(CS(=O)(=O)c1cn(Cc2ccc(F)cc2)c2ccccc12)N1CCCCC1,18,-15,-1,-1.2,-8,12,4,-4,-22
COc1ccc(-n2nc(C(=O)NCC(=O)NCc3ccco3)c3ccccc3c2=O)c(OC)c1,-2,-6,-2,-1,1,1,0,1,-8
Cn1c(=O)c2c(nc(N3CCCCCC3)n2CC(O)COc2ccccc2)n(C)c1=O (stereo unspecified),-5,-2,-7,0.096,-10,-17,2,-8,-17
CCOc1ccc(-n2c(SCc3ccc(C#N)cc3)nnc2-c2cccnc2)cc1,-17,-8,-16,2.1,-17,15,7,-2,4
CCOC(=O)C(NC(C)=O)(Nc1ccc(S(=O)(=O)Nc2cc(C)nc(C)n2)cc1)C(F)(F)F (stereo unspecified),-12,6,35,-0.29,3,-7,3,-8,-5
COC(=O)c1ccc(CC(=O)c2ccc(O)cc2O)o1,-7,16,-8,-0.38,-10,-32,12,-9,-14
COC(=O)C1CCN(S(=O)(=O)c2cn(C)c(=O)n(C)c2=O)CC1,11,0,-20,1.4,-16,0,-1,-17,-36
CCn1c(=O)c(=O)n(CC)c2cc(S(=O)(=O)N3CCc4ccccc43)ccc21,8,2,-20,0.37,-7,14,-5,-2,-21
CCn1nc(C)c(NS(=O)(=O)c2ccc(C)cc2)c1C,17,x,-33,0.59,-1,-26,20,-6,-18
CCC(=O)N1CCc2cc(S(=O)(=O)NC(C(=O)NCc3ccc(C)cc3)C(C)C)ccc21 (stereo unspecified),-16,-5,10,-0.95,x,-21,-21,0,1
COc1ccc2nc(NC(=O)CSc3ccccc3)sc2c1,-16,-11,-1,0.74,11,-2,-1,-5,x
Cc1ccc(N(C)C(=O)N2CCN(S(=O)(=O)c3c(C)cc(C)cc3C)CC2)cc1,11,-5,-8,0.31,5,-4,-6,-4,-22
N#CCSCC(=O)Nc1ccc(Cl)cc1,-9,1,-1,-0.18,-6,10,3,-13,17
O=C(NCCCCCCNC(=O)C1CCCC1)C1CCCC1,-1,x,35,-0.043,13,7,-23,-5,-7
CN(C)CCNC(=O)C(C(=O)c1ccc(F)cc1)n1ccccc1=O (stereo unspecified),x,-18,-16,1.1,-1,x,x,1,x
CCOC(=O)N1CCN(c2nnnn2-c2ccccc2)CC1,2,7,5,-0.41,-6,-27,16,-13,-11
Cc1cc(N2CCOCC2)c(F)cc1C(=O)c1ccccc1,18,5,-9,0.59,4,-9,5,-2,3
O=C(O)Cn1ccnc1,0,1,-8,-0.58,-7,-5,5,-21,-5
COc1ccc(OC)c(NC(=O)CSc2nnc(-c3ccco3)n2-c2ccc(C(=O)O)cc2)c1,1,5,8,-0.62,x,-5,17,-3,-25
Nn1cc(-c2ccccc2)nc1SCC(=O)NCCN1C(=O)CSC1=O,12,0,-28,0.82,-10,-42,13,-21,-2
CCCC(C(=O)NCC1CCCO1)N(Cc1ccco1)C(=O)CNS(=O)(=O)c1ccc(F)cc1 (stereo unspecified),16,3,-19,0.32,0,-17,14,-11,-24

# Rows were taken by chance. About 3.4% of those tested had a hit in this group.
